Thrombin inh: human alpha-thrombin inhibitors, primary screen, counter-screen for coagulation protease inhibitor project, biochemical, 1536-well, fluorogenic AMC substrate; Boc-VPR-AMC fluorogenic substrate cleavage; 0.26% of 220,000 active; AID 1046, 2008; inhibition, % at 5 µM;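 active = inhibition at or above 40%; inactive = inhibition below 40%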;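 also: 0% = enzyme with no compound and 100% = wells without enzyme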
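Material: human alpha-thrombin protein; Also added: Boc-VPR-AMC substrate, 15 µM final; Timing: enzyme reaction carried out at room temperature; Signal: fluorescence, ex 355 nm, em 460 nm; Measure: % inhibition of thrombin; Controls: enzyme without compound as high, wells lacking enzyme as low.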
Runt-SMMHC FRET: inhibitors of RUNX1 Runt–CBFb-SMMHC binding, primary screen, biochemical, FRET, Cerulean-Runt, Venus-CBFb-SMMHC, uHTS; Cerulean-Runt/Venus-CBFb-SMMHC FRET ratio 530/480, 1 h; 0.74% of 220,000 active; inhibition, % at 20 µM;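 active = mean inhibition across duplicate retests at 20 µM reaching about 50%, limit read from the data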;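 also: 0% = DMSO wells and 100% = wells with excess untagged CBFb-SMMHC; inhibitors lower the FRET ratio by blocking Runt binding to CBFb-SMMHC; some results filed as inactive read as strong as hits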
FXIa inh 1536: human FXIa protease inhibitors, primary screen, biochemical, 1536-well; Coagulation factor XI (Homo sapiens), P03951; purified FXIa, Boc-Glu-Ala-Arg-AMC fluorogenic substrate; inhibition, % at 5 µM; 0.14% of 220,000 active; AID 798, 2007;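 active = inhibition of at least 40%; inactive = inhibition below 40%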;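 also: fluorescence of freed AMC excited at 355 nm; 0% = enzyme without compound and 100% = no enzyme blank; many of its hits are not listed in these tables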
Target sequence (P03951 19-387 limits assumed): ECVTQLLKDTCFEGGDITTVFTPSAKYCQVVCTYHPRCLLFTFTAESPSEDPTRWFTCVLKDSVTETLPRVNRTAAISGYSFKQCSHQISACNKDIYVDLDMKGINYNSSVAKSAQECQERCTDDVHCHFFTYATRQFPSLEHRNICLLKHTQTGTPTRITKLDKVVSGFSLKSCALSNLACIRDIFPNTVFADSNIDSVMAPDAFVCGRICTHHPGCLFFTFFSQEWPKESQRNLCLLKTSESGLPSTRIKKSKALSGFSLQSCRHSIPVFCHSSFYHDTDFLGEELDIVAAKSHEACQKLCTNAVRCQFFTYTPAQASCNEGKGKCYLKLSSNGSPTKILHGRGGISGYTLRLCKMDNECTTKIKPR
Target sequence (P03951 388-625 limits assumed): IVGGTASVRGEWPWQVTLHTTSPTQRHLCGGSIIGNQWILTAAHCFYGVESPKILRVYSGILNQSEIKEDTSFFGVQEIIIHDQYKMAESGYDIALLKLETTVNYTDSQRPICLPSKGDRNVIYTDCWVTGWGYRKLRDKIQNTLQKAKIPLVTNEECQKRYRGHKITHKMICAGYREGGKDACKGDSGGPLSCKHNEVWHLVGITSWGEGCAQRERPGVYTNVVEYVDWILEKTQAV
Wee1 degr inh: Wee1 degradation inhibitors, primary screen, cell-based, HeLa, Wee1K328M-luciferase, luminescence | Wee1-like protein kinase (Homo sapiens), P30291 | HeLa Luc-Wee1K328M stability; 100% = proteasome inhibitor MG132 effect | reporter increase, % at 5 µM | 1.2% of 220,000 active;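 active = activation above the mean of all tested compounds plus 3 SD, set per screening run, cut at about 8.8% in these data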;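 also: cells exposed to compound for 20 h before luminescence read; 0% = DMSO alone and 100% = MG132 at 30 µM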
FXIIa inh: human FXIIa protease inhibitors, primary screen, biochemical, 1536-well | inhibition, % at 5 µM | 0.3% of 220,000 active | Coagulation factor XII (Homo sapiens), P00748 | purified FXIIa, Boc-QGR-AMC fluorogenic substrate, 2 h | AID 800, 2007; in the data active = inhibition above about 40%;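 also: 0% = enzyme with no compound and 100% = blank without enzyme; many of its hits are not listed in these tables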
KLK5 inh: human KLK5 protease inhibitors, primary screen, biochemical, 1536-well | Kallikrein-5 (Homo sapiens), Q9Y337 | 0.59% of 210,000 active | inhibition, % at 5 µM | AID 873, 2007 | recombinant hK5, fluorogenic AMC substrate cleavage;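 active = inhibition of 40% or more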;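 also: 0% = enzyme controls without compound and 100% = no-enzyme blanks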
Target sequence (Q9Y337 67-293 limits assumed): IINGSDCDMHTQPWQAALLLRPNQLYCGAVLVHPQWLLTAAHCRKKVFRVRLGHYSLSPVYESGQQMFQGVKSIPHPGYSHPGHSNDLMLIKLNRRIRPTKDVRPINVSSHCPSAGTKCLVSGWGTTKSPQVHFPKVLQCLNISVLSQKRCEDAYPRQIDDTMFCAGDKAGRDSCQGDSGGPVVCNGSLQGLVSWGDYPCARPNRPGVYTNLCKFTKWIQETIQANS
Hck-Nef inh: inhibitors of Nef-activated human Hck kinase, primary screen, biochemical, Z-Lyte FRET, 384-well, Hck-YEEI. Recombinant Hck-YEEI plus Nef, Z-Lyte FRET kinase assay. inhibition, % at 20 µM. 0.68% of 220,000 active. AID 463187, 2010;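 active = Hck-Nef kinase inhibition above about 50%, limit read from the data; inactive = inhibition below that limit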;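 also: 0% = DMSO with Hck plus Nef and 100% = Hck alone without Nef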
14-3-3 Bad inh: inhibitors of 14-3-3 zeta/Bad binding, primary screen, biochemical, TR-FRET, bovine 14-3-3 zeta | inhibition, % at 21.7 µM | TR-FRET 14-3-3zeta/Dy647-pBad peptide displacement, 1 h | AID 781, 2007 | 14-3-3 protein zeta/delta (Bos taurus), P63103 | 0.71% of 220,000 active;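 active = inhibition above about 70%, limit read from the data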;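 also: 0% = full 14-3-3 plus peptide FRET controls and 100% = background without 14-3-3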
Target sequence (P63103 whole entry, looked up): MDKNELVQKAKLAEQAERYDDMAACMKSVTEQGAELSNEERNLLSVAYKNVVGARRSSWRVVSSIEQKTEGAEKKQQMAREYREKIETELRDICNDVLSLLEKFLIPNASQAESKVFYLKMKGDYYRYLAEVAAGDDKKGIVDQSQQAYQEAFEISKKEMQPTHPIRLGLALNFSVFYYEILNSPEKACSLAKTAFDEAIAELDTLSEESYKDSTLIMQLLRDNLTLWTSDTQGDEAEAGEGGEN
Runt-CBFb FRET: inhibitors of RUNX1 Runt–CBFb binding, primary screen, biochemical, FRET, Cerulean-Runt, Venus-CBFb, uHTS. inhibition, % at 20 µM. Cerulean-Runt/Venus-CBFb FRET ratio 530/480, 1 h. 0.46% of 220,000 active. AID 1496, 2009;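 active = inhibition over about 50% at 20 µM in the single-dose screen, limit read from the data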;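 also: 0% = DMSO wells and 100% = excess unlabeled CBFb competitor control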
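test system = Cerulean-Runt domain fusion protein, energy donor | probe or stimulus = Venus-CBFb binding partner, 100 nM | incubation = two 1 h room-temperature incubations shielded from light | detection = fluorescence energy transfer, 422 nm excitation, 530/480 nm emission | measure = loss of energy transfer signal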
* hit, by the source's call; · = no result given; [ ] = another dose, or the depositor's remark. Not a hit list (roughly 4.2% active in at least one column).

Sample of the layout:
SMILES | Thrombin inh | Runt-SMMHC FRET | FXIa inh 1536 | Wee1 degr inh | FXIIa inh | KLK5 inh | Hck-Nef inh | 14-3-3 Bad inh | Runt-CBFb FRET
Cc1ccc(NC(=O)Cn2nc(C)c(S(=O)(=O)N(C)C)c2C)cc1C | -2 | 1 | -2 | -3 | 6 | 4 | -10 | -4 | 1
CCn1c2ccccc2c2c3ncc4cccn4c3ccc21 | -6 | 88* | -3 | 0 | -4 | -8 | 95* | -5 | -35

The list itself, from the first entry:
SMILES | Thrombin inh | Runt-SMMHC FRET | FXIa inh 1536 | Wee1 degr inh | FXIIa inh | KLK5 inh | Hck-Nef inh | 14-3-3 Bad inh | Runt-CBFb FRET
Cc1ccc(NC(=O)Cn2nc(C)c(S(=O)(=O)N(C)C)c2C)cc1C | -2 | 1 | -2 | -3 | 6 | 4 | -10 | -4 | 1
CCn1c2ccccc2c2c3ncc4cccn4c3ccc21 | -6 | 88* | -3 | 0 | -4 | -8 | 95* | -5 | -35
Cc1cc(NC(=O)c2ccco2)ccc1-n1cnnn1 | 2 | -2 | 4 | 3 | 20 | 6 | 1 | 0[fluorescence artefact?] | ·
Cc1nc(N2CCCCC2)sc1C=O | -7 | -1 | -5 | 0 | · | -7 | 7 | 0 | -3
COc1ccc(N2CCN(CC(=O)N3CCC(C)CC3)CC2)cc1 | -6 | -2 | -4 | -3 | 5 | 7 | 2 | 3 | -2
CCCC(=O)Nc1ccc(Sc2ccc([N+](=O)[O-])cc2)cc1 | -6 | -2 | 12 | -1 | 14 | -18 | 1 | 3 | -2
Cc1c(CN2CCCC(C(=O)c3cccc(Cl)c3)C2)c(=O)n(-c2ccccc2)n1C (stereo not given) | 1 | 1 | 1 | 1 | 9 | · | -31 | -4 | 0
CCCN1CCN(CCCNC(=O)C2CCCN(c3nnc(-n4cccc4)s3)C2)CC1 (stereo not given) | 4 | 0 | 3 | -5 | 16 | -10 | 1 | -6 | -2
Cn1nnc(NC(=O)CSc2nnnn2-c2ccc(F)cc2)n1 | 1 | -4 | 3 | -3 | -5 | 10 | 6 | -14 | -2
COc1ccccc1CC(=O)Nc1ccccc1O | -4 | 1 | -4 | 1 | 8 | 17 | 0 | -9 | 1
CC(=O)Cn1nnc2sc3c(c2c1=O)CCC(C(C)(C)C)C3 (stereo not given) | -5 | 2 | -4 | 0 | 1 | -3 | -9 | -1 | -4
CC1CCN(C(=O)C2CC(c3ccc(F)cc3)=NO2)CC1 (stereo not given) | -2 | -6 | -3 | 6 | 1 | -5 | 0 | · | 0
CC(=O)NC(CC(C)C)C(=O)NC(=O)NCc1ccccc1 (stereo not given) | 2 | -1 | 14 | -3 | 14 | 13 | -2 | -8 | -1
CCOc1ccccc1C(=O)OCC(=O)Nc1ccc(OC(F)F)cc1 | -7 | 34 | -4 | 0 | 11 | -3 | -3 | 0 | 0
CCNc1nc(NC(C)C)nc(NC(C)(C)C)n1 | -5 | -3 | -2 | -1 | 5 | -5 | 24 | -4 | -1
COc1ccc(-c2c(C)oc3c(CN4CCN(C)CC4)c(O)ccc3c2=O)cc1 | -3 | 2 | 4 | -2 | 7 | -14 | -6 | -8 | 1
COC(=O)CCC/C=C1/SCC(NC(=O)c2ccccc2)/C1=N/O (stereo not given) | 1 | -9 | 0 | -3 | 8 | -5 | 15 | -13 | -5
CCC(=O)Nc1cc(C(=O)OC(C(=O)c2ccc(C)c(C)c2)c2ccccc2)ccc1C (stereo not given) | 2 | 3 | 4 | -1 | 21 | 6 | 1 | 16 | -2
Cc1ccccc1N1C(=O)C2ON(c3ccccc3)C(c3ccco3)C2C1=O (stereo not given) | 0 | -4 | 4 | -1 | 8 | 1 | 12 | -7 | 2
Cc1cc(NCCO)c2ccccc2n1 | 4 | -4 | -1 | -2 | 5 | 0 | 0 | -1[fluorescence artefact?] | -3
O=C(NCCN1C(=O)S/C(=C\c2cccs2)C1=O)c1ccc(=O)[nH]c1 | -5 | 4 | 1 | 3 | -1 | 9 | -1 | 11 | -2
COc1ccc(OC)c(NC(=O)CSc2ccc3ccccc3c2)c1 | 3 | -4 | 7 | -4 | 18 | 1 | -3 | 13 | -3
O=C(CSc1nnc(Cn2nnc3ccccc32)o1)Nc1cccc(Cl)c1 | -6 | 3 | 4 | -1 | 8 | 2 | 0 | -1 | -3
CCn1c(SCC(=O)Nc2ccccc2C)nnc1-c1ccccc1O | 0 | 2 | -2 | -3 | 12 | -29 | 8 | -1 | 0
Cc1nc2nc[nH]n2c(=O)c1NC(=O)c1cccc(OCC(C)C)c1 | -2 | 2 | 16 | -3 | 22 | -3 | 0 | 10 | 1
Additional records follow.
SMILES | Thrombin inh | Runt-SMMHC FRET | FXIa inh 1536 | Wee1 degr inh | FXIIa inh | KLK5 inh | Hck-Nef inh | 14-3-3 Bad inh | Runt-CBFb FRET
CO/N=C/C(=N\Nc1ccc(OC)cc1)C(=O)c1ccc(F)cc1 | -12 | -7 | 6 | -2 | 10 | -6 | 22 | -14 | -4
O=C(Nc1ccc([N+](=O)[O-])cc1)C1CC12CCC2 (stereo not given) | 37 | -4 | 34 | 5 | 25 | 20 | 18 | 4 | 0
CC1(C)C2CCC1(C(=O)O)c1nc3ccccc3nc12 (stereo not given) | -11 | 2 | -7 | 3 | 5 | -4 | 18 | -3 | 1
CCOC(=O)C1CCN(C(=O)COc2ccc(N(C)S(=O)(=O)c3ccc(OCC)cc3)cc2)CC1 | -1 | 5 | -1 | 7 | 4 | · | -13 | -5 | -2
COC(=O)c1ccc(N=CC2=C(O)CC(c3ccccc3)CC2=O)cc1 (stereo not given) | -7 | -1 | -4 | 0 | 2 | -3 | 17 | 4 | 1
S=C(NC1CCCCC1)N1CCN(Cc2ccccc2Cl)CC1 | 1 | 4 | 2 | -3 | 10 | -2 | 10 | -4 | 1
Cc1ccc(C(=O)NC(N2CCCC2)C(Cl)(Cl)Cl)cc1 (stereo not given) | 4 | -6 | 3 | 0 | 13 | -15 | 1 | 10 | -2
O=C(C(Cc1ccccc1)N1C(=O)c2ccccc2C1=O)N1CCc2ccccc21 (stereo not given) | 2 | -5 | -2 | 2 | 9 | -5 | 9 | -5 | 1
CC(C)c1nnc(NC(=O)C2CCCN2C(=O)Nc2ccccc2F)s1 (stereo not given) | -6 | -2 | -5 | -2 | 4 | 0 | 10 | 2 | 2
O=C1C2C(c3ccccc3)C=CC(c3ccccc3)C2C(=O)N1c1ccncc1 (stereo not given) | 2 | -11 | -1 | -1 | -13 | 3 | -2 | -13 | -7
COc1cccc(CN(C(=O)Cn2nnc(-c3ccccc3F)n2)C(C(=O)NC(C)(C)C)c2ccncc2)c1 (stereo not given) | -12 | -1 | 15 | -3 | 9 | -1 | 22 | -6 | -7
Cc1nc2ncnn2c(N2CCN(c3cccc(C(F)(F)F)c3)CC2)c1C | 0 | 0 | 3 | 0 | 16 | -1 | 0 | -2 | -9
O=c1c(C=NCC2CCCO2)c(-c2ccccc2)[nH]n1-c1ccc([N+](=O)[O-])cc1 (stereo not given) | -5 | -6 | 6 | 0 | 9 | 1 | 1 | 2 | -1
O=C1c2ccccc2C(Nc2ccc(Cl)cc2)N1CCN1CCOCC1 (stereo not given) | 0 | 1 | 3 | 1 | 12 | 0 | 1 | 2 | 3
Cc1ccc(N2CC(C(=O)Nc3cc(C)on3)CC2=O)cc1 (stereo not given) | -4 | -2 | -5 | 0 | -4 | -8 | 0 | -2[fluorescence artefact?] | 1
CCCCC(=O)NC(c1ccco1)c1c(O)ccc2ccccc12 (stereo not given) | 2 | 15 | 5 | 6 | 14 | 3 | 3 | -8 | 16
O=S(=O)(NC1=NCCCCC1)c1ccc2sc(NS(=O)(=O)c3ccc4ccccc4c3)nc2c1 | 1 | -4 | 0 | -6 | 4 | 2 | 26 | 9 | 12
O=C(NN=C1CCCC1)NC1CCCCC1 | -6 | -6 | 5 | 6 | 8 | 1 | 1 | 8 | 0
CCOc1ccccc1C(=O)N/N=C/c1c[nH]c2ccccc12 | -6 | 1 | 0 | 5 | 10 | 1 | 15 | -1 | 0
Cc1noc(C)c1C(=O)OCC(=O)Nc1cccc(S(N)(=O)=O)c1 | 1 | -7 | -6 | 0 | -8 | -21 | -16 | -8 | 0
O=C1C2C3C=CC(C3)C2C(=O)N1c1ccc2c(c1)CCC2 (stereo not given) | -6 | 0 | -6 | 1 | 9 | 4 | 1 | -5 | 2
c1nc(NC2CCCCCC2)c2[nH]cnc2n1 | -5 | 6 | 6 | -3 | 18 | -1 | 13 | 7 | 0
CS(=O)(=O)N1CCN(c2ccc(NC(=O)c3cccnc3Cl)cc2)CC1 | -9 | -10 | 5 | -1 | 3 | -26 | 0 | -6[fluorescence artefact?] | 3
COc1ccccc1C(=O)N/C(=C/c1ccc(Br)cc1)C(=O)N1CCCC1 | 3 | -7 | 2 | 4 | 12 | 5 | 15 | -2 | 1
O=C(COC(=O)c1n[nH]c2ccccc12)NC(=O)NC12CC3CC(CC(C3)C1)C2 | 0 | -2 | -5 | 2 | -5 | 4 | 1 | 2[fluorescence artefact?] | -1
CCCc1ncc(C(O)c2ccccc2OC)n1C (stereo not given) | 0 | -2 | -3 | 1 | 1 | -19 | -1 | 0 | -2
COc1ccc(-c2cc(=O)oc3cc(OCc4nn[nH]n4)ccc23)cc1 | -4 | 10 | 18 | -3 | 24 | -19 | 7 | 12 | 1
O=C(N/N=C/c1cn(-c2cccs2)nc1-c1ccccc1)c1ccc(O)cc1 | -5 | -2 | -5 | -1 | 3 | -3 | 4 | 0 | -2
CCCc1nc2ccccc2n1CC(O)COc1ccc(NC(C)=O)cc1 (stereo not given) | -3 | -2 | -6 | 0 | -2 | -11 | -17 | -5 | 1

Compound profiles (already shown):
`O=C(COC(=O)c1n[nH]c2ccccc12)NC(=O)NC12CC3CC(CC(C3)C1)C2` reads Thrombin inh = 0; Runt-SMMHC FRET = -2; FXIa inh 1536 = -5; Wee1 degr inh = 2; FXIIa inh = -5; KLK5 inh = 4; Hck-Nef inh = 1; 14-3-3 Bad inh = 2[fluorescence artefact?]; Runt-CBFb FRET = -1
`Cc1ccc(C(=O)NC(N2CCCC2)C(Cl)(Cl)Cl)cc1` (stereo not given) reads Thrombin inh = 4; Runt-SMMHC FRET = -6; FXIa inh 1536 = 3; Wee1 degr inh = 0; FXIIa inh = 13; KLK5 inh = -15; Hck-Nef inh = 1; 14-3-3 Bad inh = 10; Runt-CBFb FRET = -2
`CS(=O)(=O)N1CCN(c2ccc(NC(=O)c3cccnc3Cl)cc2)CC1` reads Thrombin inh = -9; Runt-SMMHC FRET = -10; FXIa inh 1536 = 5; Wee1 degr inh = -1; FXIIa inh = 3; KLK5 inh = -26; Hck-Nef inh = 0; 14-3-3 Bad inh = -6[fluorescence artefact?]; Runt-CBFb FRET = 3

High-throughput results: PubChem, several laboratories
